# Arrestin-AP2 inh = human beta-arrestin and AP2 interaction inhibition; FITC-arrestin peptide / GST-AP2 beads, flow cytometry; AP2 beta2 appendage carries R879A mutation; inhibition, % at 10 µM; 340,000 compounds, 0.31% hits; AID 504490;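 active means inhibition above a set limit, near 3 SD of compounds lacking own fluorescence, cut at about 54% in these data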;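 further: plate controls were DMSO wells for no effect and 5 µM unlabelled arrestin peptide for full effect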
#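 System: GST-tagged AP2 beta2-adaptin appendage (R879A) on 4 µm glutathione beads / Reagent: FITC-arrestin peptide, 50 nM / Detection: HyperCyt-sampled flow cytometry, FL1 channel, ex 488/em 535 nm / Timing: 12 min plus 1 h, RT / Buffer or medium: PBS plus Tween 20 (0.05%) and BSA (0.1%)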
# Ecoli viability = counter-screen for AddAB inhibitors: E. coli growth inhibition | inhibition, % at 11.9 µM | 330,000 compounds, 0.27% hits | E. coli V3065 growth, OD600 absorbance, 18 h | AID 449728;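 active means inhibition above the campaign's mean inhibition across all tested compounds plus 3 SD, cut at about 9.9% in these data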;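 further: uninfected addAB+ strain grown without phage in ampicillin broth; 0% = DMSO wells and 100% = ciprofloxacin 0.95 µg/ml wells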
# phage Ecoli inh = E. coli growth loss with phage present; growth absorbance; inhibition, % at 11.9 µM; 360,000 compounds, 0.26% hits; in the data active means inhibition above about 11%
# PKA-R1A activ = PKA-R1A complex activation; PKA-R1A dissociation, Cy5-IP20 fluorescence polarization; scaled: DMSO 0%, 113 µM cGMP 100%; activation, % at 11.4 µM; 340,000 compounds, 0.083% hits;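 active means percent activation above the mean of all tested compounds plus 3 SD, cut at about 19% in these data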;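 further: higher means more PKAc released from R1A so a rise in polarization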
# PfHsp90 yeast 2 = growth inhibition of yeast expressing Plasmodium Hsp90 | S. cerevisiae expressing PfHsp90, BacTiter-Glo ATP, 48 h; yeast lacking PDR1 and PDR3 efflux regulators | inhibition, % at 9.4 µM | 310,000 compounds, 0.32% hits;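 active means every replicate shows inhibition above about 80%, whatever the replicate mean, limit read from the data; inconclusive means mean inhibition reaches the set limit but some replicate falls short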;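 further: 0% = DMSO neutral controls and 100% = 20 µM radicicol positive controls; yeast relying on Plasmodium falciparum Hsp90 in place of its own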
# OPRM1-OPRD1 ag = agonists of human mu-delta opioid receptor heterodimerization; P35372+P41143; cells, OPRM1-OPRD1 heterodimerization, luminescence; activation, % at 9.3 µM; 340,000 compounds, 0.3% hits; in the data active means activation above about 18%;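 further: 0% = vehicle-treated cells and 100% = reference agonist; values of inactives mirror those of a sister screen read the other way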
# AddAB inh = less growth of phage-infected E. coli with AddAB. inhibition, % at 11.9 µM. E. coli expressing H. pylori AddAB, absorbance growth. 330,000 compounds, 0.29% hits; in the data active means inhibition above about 12%;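 further: 0% = vehicle wells of infected cells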
# MOR-DOR inv ag = inverse agonists of human mu-delta opioid receptor heterodimerization; P35372+P41143; cell-based MOR-DOR heterodimer luminescence, inverse agonism; inhibition, % at 9.3 µM; 340,000 compounds, 0.21% hits; in the data active means inhibition above about 22%, passing the limit was not always enough;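 further: 0% = cells with DMSO and 100% = wells without cells with DMSO; values of inactives mirror those of a sister screen read the other way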
# Pemphigus Ab inh = inhibitors of pemphigus antibody binding to human desmoglein-3 | P32926 | DSG3-coupled beads, scFv-anti-DSG3-GFP binding, flow cytometry; stronger effect = lower value | binding (percent of control), % at 10 µM | 310,000 compounds, 0.48% hits;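 active means binding more than 3 SD below its plate's average and above zero; inconclusive means below that plate limit but binding exactly zero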; further: some compounds called inactive have numbers as strong as hits
# Target sequence (P32926 whole entry, looked up): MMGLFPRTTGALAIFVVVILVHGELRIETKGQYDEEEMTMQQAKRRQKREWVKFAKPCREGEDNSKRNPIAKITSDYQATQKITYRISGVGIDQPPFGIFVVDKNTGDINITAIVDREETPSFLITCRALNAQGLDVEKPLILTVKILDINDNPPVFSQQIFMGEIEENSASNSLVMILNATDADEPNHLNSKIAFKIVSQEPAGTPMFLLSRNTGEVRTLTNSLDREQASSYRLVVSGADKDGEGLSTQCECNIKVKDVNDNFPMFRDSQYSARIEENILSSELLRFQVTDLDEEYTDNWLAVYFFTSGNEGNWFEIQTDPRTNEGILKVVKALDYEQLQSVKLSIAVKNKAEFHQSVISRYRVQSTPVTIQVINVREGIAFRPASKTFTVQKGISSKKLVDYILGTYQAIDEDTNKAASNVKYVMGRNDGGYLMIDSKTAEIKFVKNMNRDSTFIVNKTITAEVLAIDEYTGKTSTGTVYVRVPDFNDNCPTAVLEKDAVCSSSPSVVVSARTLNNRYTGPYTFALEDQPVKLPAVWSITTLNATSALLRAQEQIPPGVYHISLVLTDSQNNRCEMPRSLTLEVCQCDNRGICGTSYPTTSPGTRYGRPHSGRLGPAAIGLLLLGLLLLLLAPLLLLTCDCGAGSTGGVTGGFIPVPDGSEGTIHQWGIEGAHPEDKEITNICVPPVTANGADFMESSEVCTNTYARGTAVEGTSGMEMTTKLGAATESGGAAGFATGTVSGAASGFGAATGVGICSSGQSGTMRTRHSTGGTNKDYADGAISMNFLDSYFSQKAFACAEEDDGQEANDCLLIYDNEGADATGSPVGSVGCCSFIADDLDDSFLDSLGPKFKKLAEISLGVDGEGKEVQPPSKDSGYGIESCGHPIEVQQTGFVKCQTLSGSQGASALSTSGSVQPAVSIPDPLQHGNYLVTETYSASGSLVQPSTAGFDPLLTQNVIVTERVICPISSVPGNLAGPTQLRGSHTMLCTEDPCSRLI
# Tat transport = blocks Tat-dependent protein export in E. coli | E. coli MC4100 TorA-mCherry Tat export, fluorescence | inhibition, % at 10 µM | 340,000 compounds, 0.036% hits;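 active means mean replicate inhibition at least 50% and at least half of replicates individually reaching 50%; inconclusive means only one of the two criteria met; inactive means neither criterion met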;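 further: exported cargo escapes ClpAP degradation while cytoplasmic cargo is degraded and loses fluorescence; 0% = median of neutral control wells and 100% = median of NaSCN control wells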
# Mot1-301 SUMO = inhibitors of SUMOylation pathway: yeast Mot1-301 growth rescue. 320,000 compounds, 1% hits. S. cerevisiae Mot1-301 growth rescue, ATP luminescence, 38.5C; percent above DMSO median, 100 means doubled. growth rescue, % at 18.8 µM;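 active means every valid replicate shows activation above 250% relative to neutral control wells; inactive means the rest, any valid replicate at or below 250%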;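 further: OY570 slx delta 5 strain wells were the positive control but not used for scaling; some compounds called inactive have numbers as strong as hits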
# The depositor's hits bear a star; u = inconclusive; x = no result given; & = joins results of further samples.
# Values run as follows: Arrestin-AP2 inh	Ecoli viability	phage Ecoli inh	PKA-R1A activ	PfHsp90 yeast 2	OPRM1-OPRD1 ag	AddAB inh	MOR-DOR inv ag	Pemphigus Ab inh	Tat transport	Mot1-301 SUMO
> O=C(Nc1cc(S(=O)(=O)N2CCOCC2)ccc1N1CCOCC1)c1ccc(Cl)nc1
 : 10	0.2	1.5	-15	4	-3.1	-1.1	16	97	-3	-3
> COC(=O)Nc1cc(C)nc2ccccc12
 : 7	2.9	4.7	-7	-7	-1.5	2.5	8	107	-5	-4
> NC(=O)N/N=C/c1coc2ccc(O)cc2c1=O
 : -5	3.2	4.8	7	7	-2.5	1.7	13	86	9	-27
> N#Cc1cc(S(=O)(=O)c2ccc(Cl)cc2)c(N)[nH]c1=O
 : 1	-2.8	1.8	-8	-2	-0.6	1.3	4	109	-3	14
> C=CCSc1nnc(-c2ccc([N+](=O)[O-])cc2)o1
 : 5	0.1	3.2	-10	-15	7.4	1.3	-52	90	2	19
> C/C(=N\NC(=O)c1ccc(CSc2nncn2C)cc1)c1cccs1
 : x	0.2	3.5	-2	4	-3.6	-0.3	17	107	2	-25
> Cc1cccc(C(=O)Oc2ccc(/C=N/NC(=O)c3ccc(O)cc3)cc2)c1
 : 34	x	2.8	-4	-1	0.3	x	-1	101	-5	-29
> CC(C)(C)n1nnnc1C(c1cc2cc3c(cc2[nH]c1=O)OCCO3)N1CCSCC1 (stereo unspecified)
 : -5	-1.7	1.5	-3	x	1.7	1.1	-10	99	u	-5
> COc1ccc(CCNC(=O)c2ccccc2SC)cc1
 : -9	1.1	-0.6	-2	x	-3.8	2.3	19	116	-5	x
> Clc1ccc(-c2nnc(-c3ccc(Br)cc3)c(N3CCSCC3)n2)cc1
 : 3	0.1	3.5	5	11	-0.4	0.2	2	92	-2	180
> COC(=O)c1ccc(NC(C(=O)OC)C(C)C)c([N+](=O)[O-])c1 (stereo unspecified)
 : 6	0.8	2.0	-9	15	-0.9	2.3	6	93	-10	-2
> O=c1/c(=C/c2ccc([N+](=O)[O-])cc2)sc2n1CCCN=2
 : -7	1.3	-0.4	-9	x	5.6	3.0	-28	96	-9	11
> Cc1cccc2sc(NS(C)(=O)=O)nc12
 : 7	-0.4	4.1	1	20	-0.9	0.3	5	95	1	-10
> CCn1nc(C)c(Br)c1-c1nc(-c2cccc(C)c2)no1
 : 7	1.1	0.3	x	x	x	4.6	x	99	x	2
> CC(C)c1ccc(OCC(=O)NC2CCCC2)cc1
 : -6	-2.3	1.6	-1	1	-3.0	-2.3	15	106	-8	45
> CC(C)N1CCc2c(sc(NC(=O)c3nc4ccccc4s3)c2C(N)=O)C1
 : 6	-2.0	0.1	4	-2	-1.2	-1.7	6	109	-5	-7
> COc1cc(/C=C2/C(=O)N(c3ccc(Br)cc3)N=C2C)cc(OC)c1OC
 : 31	x	x	-2	-9	-3.7	x	17	98	-3	x
> Cc1ccc(/C=N/NC(=O)CNC(=O)Cc2ccccc2)o1
 : 17	0.3	4.2	7	-6	0.2	1.4	-1	x	4	-19
> COc1cc(C(=O)N/N=C(\C)Cn2nc([N+](=O)[O-])cc2C)ccc1O
 : 28	-0.3	4.2	-3	0	-3.4	1.9	18	106	-3	-7
> O=C(NCc1cccnc1)NC1(c2ccccc2)CC1
 : -2	-1.0	2.4	-2	-5	-2.3	-1.2	12	108	-4	-1
> COc1ccccc1N1CCN(C2CC(=O)N(c3ccc(Cl)cc3)C2=O)CC1 (stereo unspecified)
 : 2	-0.3	3.5	4	10	-3.4	3.6	16	96	-8	51
> CCOC(=O)Cc1csc(NC(=O)CCc2ccccc2)n1
 : -1	2.3	4.1	-1	-7	-1.8	1.6	9	95	7	1
> CCN(Cc1ccccc1)S(=O)(=O)c1ccc(C(=O)N(CCCN(C)C)c2nc3cc(C)cc(C)c3s2)cc1
 : 16	0.3	0.2	-7	x	4.4	-0.8	-24	118	31	-51
> CCC/C(O)=C1\C(=O)CC(c2ccccc2)CC1=NC(C)C(=O)O (stereo unspecified)
 : 0	0.7	4.6	0	5	-4.4	2.4	23	98	17	-14
> N#C/C(=C(O)\C=C\c1ccccc1)c1nc2ccccc2[nH]1
 : 5	-2.3	0.7	-11	-31	0.0	-4.3	0	x	-5	-7
> C[C@H]1CN([C@@H](C)CO)C(=O)c2cc(NC(=O)C3CCCCC3)ccc2O[C@H]1CN(C)C(=O)Nc1ccc2c(c1)OCO2
 : 28	0.3	0.2	-8	-9	-1.5	1.9	9	101	0	-2
> Cc1cc2nc(=O)c(/C=C3\C=Nc4ccccc43)c(N)n2o1
 : 0	-2.1	1.6	x	x	x	-2.3	x	104	x	4
> CCCCC(=O)Nc1cc(OCC)c(NC(=S)NC)cc1OCC
 : -10	0.4	3.8	-4	2	-4.3	2.4	21	103	6	-5
> C/C(CC(=O)Nc1ccc(N(C)C)cc1)=N\NC(=O)c1ccc(C(C)(C)C)cc1
 : 5	0.3	5.4	-7	10	0.0	4.2	0	117	-7	-8
> CC1(C)COCN1C(=O)c1ccc(C#N)cc1
 : -6	-0.4	2.3	-12	-3	-4.2	-0.4	19	97	-1	-8
> Cc1ccc(C(=O)NCCN2CCOCC2)c(Cl)c1
 : -5	0.4	3.5	-12	10	-3.2	2.0	15	207	7	1
> CCCCc1nnc(SC(C)C(=O)Nc2nccs2)n1C (stereo unspecified)
 : -16	0.2	-1.1	-5	-8	-2.2	-0.6	12	113	-13	148
> COc1ccc(CCNC(=O)C2CCN(S(=O)(=O)c3ccc(SC)cc3)CC2)cc1
 : 2	-2.6	17*	-2	-8	-1.0	3.8	5	106	9	-6
> COc1cc(/C=C2/NC(=O)N(CC(=O)Nc3ccc(C)cc3)C2=O)ccc1Oc1ccc([N+](=O)[O-])cn1
 : 27	-1.3	1.4	-9	-33	-1.6	2.2	8	90	-23	6
> Cc1ccccc1-c1nn(-c2ccc(F)cc2F)cc1CNCC(C)O (stereo unspecified)
 : 3	1.5	2.0	-14	2	-1.7	-1.9	11	108	1	-7
> O=C(CCC(=O)N1CCN(Cc2ccc(F)cc2)CC1)Nc1nnc(C(F)(F)F)s1
 : -11	-2.8	0.1	7	6	-0.6	2.9	3	x	6	6
> CC1(C(=O)N2CCC(CO)(Cc3cccc(C(F)(F)F)c3)CC2)CC1
 : 0	0.8	-0.2	4	-10	1.3	-1.7	-7	98*	-6	150
> O=C(NCc1ccccc1)c1cccc(F)c1F
 : -2	1.7	2.3	-9	-39	-2.1	1.5	11	101	-3	4
> O=c1cc(CSc2ccccn2)c2ccccc2[nH]1
 : 4	1.4	1.8	1	-1	-0.4	0.3	3	93	-2	89
> COc1ccccc1NC(=O)CCNC(=O)Cn1ccc2ccccc2c1=O
 : 6	-1.7	-0.7	-1	1	-3.2	0.2	16	96	-8	-12
> COc1cc([N+](=O)[O-])ccc1N=Nc1c(N)[nH]n(-c2ccccc2)c1=O
 : 42	0.2	1.9	x	-8	x	2.0	x	98	-10	19
> CCCS(=O)(=O)N1CCC(C(=O)NCCC(C)C)CC1
 : 42	3.6	3.5	1	7	-0.5	4.2	3	100	5	2
> COc1ccccc1CNC(=O)CN1C(=O)NC2(CCCc3sccc32)C1=O (stereo unspecified)
 : -8	-2.1	1.6	-11	34	0.1	-1.4	0	x	-6	-6
> Cc1cc(N(CN2CCCC2=O)C(=O)c2ccccc2)no1
 : 12	1.9	4.1	-4	-8	-1.3	0.7	6	99	-6	0
> COC1(C)CC2C(CC1OC(=O)c1cc([N+](=O)[O-])cc([N+](=O)[O-])c1)C2(C)C (stereo unspecified)
 : 11	2.1	4.9	-3	-7	12	-0.9	-60	101	-4&8	-3
> FC(F)(F)c1cnc(Oc2ccccc2-c2nnco2)c(Cl)c1
 : 4	-1.4	1.5	-10	28	-0.8	-0.2	5	101	0	3
> O=C(CSc1nnc(NCc2ccccc2)s1)N1CCOCC1
 : 17	1.6	2.7	1	22	-3.7	2.2	19	84	-3	-12
> CCN(C(=O)COC(=O)c1cc(-c2ccccc2)nc2ccc(Br)cc12)C1CCS(=O)(=O)C1 (stereo unspecified)
 : 16	-0.5	1.3	5	-18	1.4	-1.3	-7	x	4	8
> Cc1ccc(NC(=O)CNC2CCCCC2)cc1Cl
 : 12	1.1	-2.1	-6	-3	2.5	3.4	-12	111	4	-14
> COc1ccc(-c2cc(C(F)(F)F)nc(-n3ccnc3)n2)cc1
 : 33	-0.5	4.5	-11	5	-0.7	0.0	4	101	-1	-13
> NS(=O)(=O)c1ccc(CCNC(=O)C2COc3ccccc3O2)cc1 (stereo unspecified)
 : 11	x	1.3	6	-11	1.0	x	-5	123	-8	5
> O=C(COC(=O)c1ccc(O)cc1)Nc1ccc(N2CCCCC2)cc1
 : -1	1.4	0.9	3	-2	-1.2	2.1	7	101	-6	-16
> COc1ccc(C(c2nnnn2Cc2ccc(F)cc2)N2CCN(c3ccc(OC)cc3)CC2)cc1 (stereo unspecified)
 : 1	-3.0	1.5	5	-4	-0.1	3.4	0	101	14	364
> Cc1cccc(NC(=O)Nc2c(C)n(C)n(-c3ccccc3)c2=O)c1C
 : -7	1.3	1.6	-7	15	-1.7	0.2	7	112	-1	-17
> CCOc1ccc(N/C=C\C(=O)c2ccc3c(c2)OCO3)cc1
 : 5	0.2	0.6	-7	7	0.8	-0.6	-5	118	-9	40
> COc1ccc(NC(=O)c2cccnc2Sc2ccccc2)c(OC)c1
 : 4	1.1	4.7	-1	-16	-0.5	1.8	3	105	-7	154
> Cn1c(SCc2cccc(C(F)(F)F)c2)nnc1-c1ccco1
 : 2	0.0	3.9	0	x	0.6	0.1	-3	109	7	37
> COCCNC(=S)N1CCN(c2nc(-c3cccc(OC)c3)cs2)CC1
 : -11	0.3	0.1	2	-11	2.7	2.8	-14	113	-3	16
> O=C(Nc1ccc(Cl)c(Cl)c1)N(Cc1cccnc1)Cc1ccco1
 : 0	1.2	0.8	-6	8	-1.7	3.3	10	102	-7	-10
> CN1CCN(C(=O)CN(CCc2ccccc2)S(C)(=O)=O)CC1
 : 10	3.4	2.3	-4	-13	0.4	1.6	-2	101	0	-6
> COc1ccc(NC(=O)C2CCCN(S(=O)(=O)c3cccc4cccnc34)C2)c(OC)c1 (stereo unspecified)
 : -2	2.2	1.7	-1	3	-0.2	4.3	1	105	-5	-13
> CC(C)CN(C(=O)CSc1nnc2ccccn12)c1c(N)n(CC(C)C)c(=O)[nH]c1=O
 : -7	0.6	2.0	-10	9	0.7	-3.1	-4	104	-8	-13
